All columns: NCI-60 one-dose screen, growth in % after 48 h at 10 µM unless noted; 100 = growth as untreated, 0 = no growth, -100 = all killed.
HL-60(TB): HL-60(TB) leukemia cells. 9% of 78,000 active; active = growth percent below 10
* hit, by the source's call; & = joins results of further samples. Some of the compounds tested, so the mix of outcomes need not match the whole.

SMILES	HL-60(TB)
COc1ccc(/C=C/C(=O)Nc2ccc(Cl)cc2)cc1OC	75
CCOc1ccc(-c2cc(N)n(S(=O)(=O)c3ccc(OC)cc3)n2)cc1	126
CC(=O)Oc1ccccc1C(C)=O	86
NS(=O)(=O)c1cccc(N/C=C/C(=O)c2ccc(F)cc2)c1	104
CCN1C(=S)N(CC)C2C1NC(=S)N2/N=C/C=C/c1ccccc1 (stereo not drawn)	-22*
CCCCn1c(-c2cccc(OC)c2)nc2cc(OC)c(OC)cc2c1=O	78
COc1cc2nc(-c3ccc(C(F)(F)F)cc3)cc(OCCN3CCCCC3)c2cc1OC	59
CCCCNc1cccc2ccccc12	25
Cc1ccc2oc(C(=O)N3CCN(c4cccc(Cl)c4)CC3)c(C)c2c1	98
CCCCCC(=O)N1CCCCCC1	71
O=C1NC(=O)/C(=C/c2ccc(Cl)cc2Cl)S1	97
CCCC1(C)NC(=O)NC1=O (stereo not drawn)	99
N#Cc1c(NC(=O)c2ccco2)[n+]([O-])c2ccccc2[n+]1[O-]	81
O=C1/C(=C/c2ccc(F)cc2)SC(=S)N1N1CCOCC1	99
CCCC(C)CC(C(=O)OCC)C(=O)OCC (stereo not drawn)	106
CCOC(=O)c1ccc(NCn2nc(-c3cc(-c4ccccc4)nc4ccccc34)oc2=S)cc1	103
Cc1cc(C)nc(/C=C(\NC(=O)c2ccccc2)c2ccccc2)c1	105
COc1ccc(/C(C#N)=C2\OC(=O)c3ccccc32)cc1OC	111
CCOC(=O)Cc1cc(=O)c2cc(C)ccc2[nH]1	95
c1ccc2nc(Cn3cc[n+](Cc4ccc5ccccc5n4)c3)ccc2c1	8.6*
N#CC(C#N)=C(C#N)Nc1ccc(F)cc1	95
c1ccc(COc2cccc3ccccc23)cc1	86
CC(NC(=O)SCc1ccccc1)C(=O)O (stereo not drawn)	104
O=C1c2ccccc2C(=O)c2c1c(Br)cc1c(=O)[nH]nnc21	101
C=C1CCC2C3(C)COC(c4cc(F)cc(F)c4)OC3CCC2(C)C1CC(O)C1=CCOC1=O (stereo not drawn)	61
CC(C)[N+](C)(CCOC(COc1ccccc1)COc1ccccc1)C(C)C	31
O=[N+]([O-])/C(=C/C=C/c1ccccc1)c1ccccc1	-2.7*
Cn1cnc2nc[nH]c2c1=S	108
Nc1ncnc2c1ncn2C1OC(CO)C(O)C1F (stereo not drawn)	102
COc1ccccc1/C(C)=N/NC(=O)CSc1nc2ccccc2c(=O)n1Cc1ccc(S(N)(=O)=O)cc1	101

Structures above containing a Cl atom:
SMILES	HL-60(TB)
COc1ccc(/C=C/C(=O)Nc2ccc(Cl)cc2)cc1OC	75
Cc1ccc2oc(C(=O)N3CCN(c4cccc(Cl)c4)CC3)c(C)c2c1	98
O=C1NC(=O)/C(=C/c2ccc(Cl)cc2Cl)S1	97

Remaining list, next part.
SMILES	HL-60(TB)
Cc1cccc(C)c1NC(=O)CN1CCCC1=O	111
COCCNc1nc2ccccc2c2c(=O)c3ccccc3sc12	103
CC(=O)Nc1ccc(/C=C/C(=O)c2ccccc2)cc1	79
COc1ccccc1NC(=S)S	64
CC1/C=C/C=C/CC/C=C/C=C/C=C/C=C/C(OC2OC(C)C(O)C(N)C2O)CC2OC(CC(O)C(O)CCC(O)CC(O)CC(O)CC(=O)OC(C)C(C)C1O)CC(O)C2C(=O)O (stereo not drawn)	94
NC(=O)c1c(Br)c(Br)c(Br)c(Br)c1C(=O)O (tested in a mixture with another compound)	68&85
O=C1c2ccccc2C(=O)N1c1nccs1	102
CCOC(=O)C(CCC(=O)OC)(CCC(=O)OC)C(=O)OCC	105
Cc1ccc(NC(=O)Oc2ccc(Br)cc2Br)c([N+](=O)[O-])c1	132
CC(C)(C)Nc1c(-c2ccc(-c3ccccc3)cc2)nc2sccn12	82
CC(C)(CO)CCCCCCC(C)(C)CO	95
C=CCc1c(N(C)c2ccc(OC)cc2)ncnc1-n1c(C)nc2ccccc21	96
CCCCCCCCCCCCCC(=O)c1ccccc1	100
CCOC(=O)c1c(C)n(-c2ccccc2)c2ccc(OC(=O)c3cc(OC)c(OC)c(OC)c3)cc12	105
CCOC(=O)C=O	104
CN1CCN(C(=O)c2ccc(-c3nc4ccc5[nH]ncc5c4c4c3CCCC4)cc2)CC1	87
CCOc1cccc(-c2nc(N)nc(Nc3ccccc3SSc3ccccc3Nc3nc(N)nc(-c4cccc(OCC)c4)n3)n2)c1	8.5*
CC[N+](C)(CC)CCO	97
COc1ccc(/C=C2N=C(/C=C/c3ccccc3)OC/2=O)cc1	102
CC(=O)N/C(=C1/OC(C(O)C(O)C(O)CO)CN1C)[P+](c1ccccc1)(c1ccccc1)c1ccccc1 (stereo not drawn)	98
Cn1c(=O)c2c(nc3n2CCN(CCc2ccc(OCCN4CCOCC4)cc2)C3)n(C)c1=O	101
O=C(Nc1nc2ccc(F)cc2s1)c1cc(-c2ccc(F)cc2)n2nc(-c3ccccc3)cc2n1	93
Cc1ccnc(Nc2nc3ccccc3[nH]2)n1	87
NC(=O)C(N)CCO (stereo not drawn)	104
CCCc1cccc(CCC)c1O	105
O=C(O)c1cn(C2CC2)c2cc(N3CCN(Cn4nc(-c5ccccc5Cl)oc4=S)CC3)c(F)cc2c1=O	101
O=S(=O)(Nc1ccccc1O)c1ccccc1	112
O=S(CC(O)(c1ccccc1)c1ccccc1)CC(O)(c1ccccc1)c1ccccc1	85
Nc1c(S(=O)(=O)O)cc(Br)c2c1C(=O)c1ccccc1C2=O	91&103
COc1ccc(C(=O)n2nc(-c3cccnc3)nc2N)cc1	110
CCCCCCC1=C(P(=O)(O)O)N[C@H](C(=O)O)CS1	101
CCCCCCCCCCCCCC(=O)C(C)N (stereo not drawn)	15
OC1(c2ccccc2)c2ccccc2CCC1Br (stereo not drawn)	127
CC(N)c1ccc(Cl)cc1 (stereo not drawn)	90
c1ccc(CCCCc2ccncc2)cc1	99
CC(=O)SC(C(=O)O)(c1ccccc1)c1ccccc1	98
O=Cc1ccc(OCc2ccccc2)c(OCc2ccccc2)c1	79
Clc1ccccc1[C@@H]1C[C@@H]2Cc3cc(Br)c4ccccc4c3N1O2	8.0*
C[C@]12CCc3sc(Nc4ncccn4)nc3C1=CC[C@@H]1[C@@H]2CC[C@]2(C)C(=O)CC[C@@H]12	100
O=C(COc1ccc(Cl)cc1Cl)NCc1ccccc1	83
CCCCC(CCc1ccccn1)C(=O)c1ccccc1 (stereo not drawn)	110
CCN(CC)c1ccc(C=O)cc1	98
Clc1cccc(Nc2ncnc3ccc(-c4cccc(-c5nn[nH]n5)c4)cc23)c1	103
O=C(Oc1ccc(-c2ccccc2)cc1)c1ccccc1C(=O)c1ccccc1	94
CCCC(CCC)NCCO	130
COc1cc2nc(N3CCC[C@H](N)C3)nc(N)c2cc1OC	91
C/C(=C(/c1ccc(Cl)cc1)c1ccc(OCCN2CCOCC2)cc1)c1ccccc1	85
CCCCN1C(=O)/C(=c2\sc3n(c2=O)NC2C(N=3)N(CC)C(=O)N2CC)c2cccc(C)c21 (stereo not drawn)	83
Nc1nonc1-n1nnc(C(=O)N2CCOCC2)c1-c1ccccc1	97
COc1ccc(C(=O)C/C(=C/c2ccc(-c3ccc(Cl)cc3)o2)C(=O)NCc2ccccc2)cc1	124
O=C(O)c1ccccc1C(=O)c1ccc(Cl)cc1Cl	104
COc1cc(-c2nc(C(=O)Nc3ccc(F)c(F)c3)nn2-c2ccc(F)c(F)c2)cc(OC)c1OC	98
Oc1c(Cl)cc(Cl)cc1C=Nc1cc(C(F)(F)F)ccc1N1CCc2ccccc2C1	34
COc1nc(N)nc2c1ncn2C1OC(CO)CC1O (stereo not drawn)	99
CC(C)(C)SC(=S)SCC(=O)c1ccc(F)cc1	104
COc1ccc(-c2ccnc3c2c(-c2ccc(Cl)cc2)nn3-c2ccccc2)cc1	92
Cc1ccc2nc(C)c(C(=O)NCc3ccc(OCc4cn(Cc5ccc(Br)cc5)nn4)cc3)n2c1	113
NC(C(=O)O)C1=CCC=CC1 (stereo not drawn)	97
CSc1nc2c(c(=O)[nH]1)C(c1ccc(Cl)cc1)C1=C(N2)/C(=C/c2ccc(Cl)cc2)CNC1 (stereo not drawn)	55
Cc1nc(SCC(=O)Nc2nc(-c3ccc(Cl)cc3)cs2)n(Nc2ccccc2)c1C	42

Going on with the list.
SMILES	HL-60(TB)
CN1CCN(c2ccc(NCc3cn(-c4ccc(C(F)(F)F)cc4)nc3-c3ccc(C(=O)O)cc3)cc2C(F)(F)F)CC1	90
Cc1ccc(S(=O)(=O)OCC2C3C=CC(C3)C2COS(=O)(=O)c2ccc(C)cc2)cc1 (stereo not drawn)	86
CCCCNC1CC[C@@]2(C)[C@@H](CC[C@@]3(C)[C@H]2C(=O)C[C@H]2/C(=C(\CCC=C(C)C)C(=O)O)[C@@H](OC(C)=O)C[C@@]23C)[C@@H]1C (stereo partly drawn)	99
Sc1ccc(Nc2c3ccccc3nc3ccccc23)cc1	32
CC1C(Br)C(=O)NC(=O)N1Cc1ccccc1 (stereo not drawn)	103
COc1cc(Cl)cc(-c2nn(C(=O)NCCN3CCCCC3)cc2-c2ccncc2)c1	103
O=C(Nc1ccc(Cl)cc1)N1CCN(c2ccc3nncn3n2)CC1	-65*
OCC1C2C=CC(C2)C1CO (stereo not drawn)	88
CCCCC[C@@H]1Cc2cc(O)c(C(=O)O)c3c2[C@H](C[C@]2(OC[C@@H](CC(=O)[C@](C)(CC)C(=O)OC)[C@@H]2C)O3)O1	125
O=S(=O)(F)c1ccc(O)cc1	100
C(=C(\C1=NCCN1)n1cnc2ccccc21)/c1ccccc1	89
O=C(C[N+](=O)[O-])c1ccc(Cl)cc1	104
N#Cc1c(-c2ccc(Cl)cc2)csc1NC(=O)Nc1ccc(Cl)c(C(F)(F)F)c1	-34*
COc1ccc2c(=O)c(-c3ccccc3OC)c(C)oc2c1	93
Cc1ccccc1-n1c(SCC(=O)NC(=O)Nc2cccc(Cl)c2)nc2c(Br)cc(Br)cc2c1=O	96

Reprinted from the entries so far, five compounds:
SMILES	HL-60(TB)
C(=C(\C1=NCCN1)n1cnc2ccccc21)/c1ccccc1	89
O=C(C[N+](=O)[O-])c1ccc(Cl)cc1	104
N#Cc1c(-c2ccc(Cl)cc2)csc1NC(=O)Nc1ccc(Cl)c(C(F)(F)F)c1	-34*
COc1ccc2c(=O)c(-c3ccccc3OC)c(C)oc2c1	93
Cc1ccccc1-n1c(SCC(=O)NC(=O)Nc2cccc(Cl)c2)nc2c(Br)cc(Br)cc2c1=O	96

Other results.
SMILES	HL-60(TB)
Cc1ccc(S(=O)(=O)c2nc(S(=O)(=O)c3ccc(C)cc3)c(NCc3ccccc3)s2)cc1	72
CN(C)c1ccc(-c2c(NC(C)(C)C)nc3c(OCCc4ccccc4)cccn23)cc1	-33*
Nc1[nH]nc2[nH]c(=S)nc(-c3cccs3)c12	94
Cc1cc(O)cc(-c2nn(C)cc2-c2cc(N3CCOCC3)nc(-c3cccnc3)n2)c1	15
CCOC(=O)c1nc2c3ccccc3cnn2c1C(=O)c1ccc(Br)cc1	91
Cc1cc(N)ccc1N	100
COc1ccc(OC)c(N2C(=N)/C(=C3\Nc4ccccc4S3)CC2=O)c1	52
CC1=NNC(=O)C1	94
CCOC(=O)c1nnn(-c2ccc(OC)cc2)c1-c1cc(OC)c(OC)c(OC)c1	124
NS(=O)(=O)c1cccc(C(=O)Nc2ccc(F)cc2)c1	101
O=C(N/N=C/c1ccncc1)c1ccc(C(F)(F)F)nc1Nc1cccc(C(F)(F)F)c1	-17*
OC(c1ccccc1)c1ccccc1CN1CCCNC1=S (stereo not drawn)	106
CCCCS(=O)(=O)c1ccccc1	94
COc1ccc(/C=C2\S/C(=N\N=C(c3ccccc3)c3ccccc3)NC2=O)cc1	99
O=C1NC(=O)C(=Cc2cccn2CCCn2c3ccccc3c(=O)c3ccccc32)C(=O)N1	94

Of the compounds above, three contain a tert-butyl group:
SMILES	HL-60(TB)
CC(C)(C)Nc1c(-c2ccc(-c3ccccc3)cc2)nc2sccn12	82
CC(C)(C)SC(=S)SCC(=O)c1ccc(F)cc1	104
CN(C)c1ccc(-c2c(NC(C)(C)C)nc3c(OCCc4ccccc4)cccn23)cc1	-33*

Further records follow:
SMILES	HL-60(TB)
CC[C@H](C)[C@@H]([C@@H](CC(=O)N1CCC[C@H]1[C@H](OC)[C@@H](C)C(=O)N[C@H](C)[C@@H](O)c1ccccc1)OC)N(C)C(=O)[C@@H](NC(=O)[C@@H](NC)C(C)C)C(C)C	-20*
CN(C)c1ccc(/C=C(\C#N)c2cc3ccccc3n2C)cc1	2.7*
O=C1C(=O)c2c(nc3ccc(C(F)(F)F)cn23)-c2ccccc21	-47*
O=C(NCCO)Nc1ccc(-c2nc(N3CCOCC3)c3cccn3n2)cc1	24
C/C=C/[C@H](O)[C@H](O)/C=C/c1cccc(OC)c1CO	90
C=C(C)[C@@H]1CC[C@]2(C(=O)O)CC[C@]3(C)[C@H](CC[C@@H]4[C@@]5(C)C[C@@H](CC#Cc6ccc(C(C)=O)s6)[C@H](O)C(C)(C)[C@@H]5CC[C@]43C)[C@@H]12	54
CC[C@]12C=CCN3CC[C@@]4(c5cc(NC(=O)COc6cc(O)c7c(=O)cc(-c8ccccc8)oc7c6)c(OC)cc5N(C)[C@H]4[C@@](O)(C(=O)OC)[C@@H]1OC(C)=O)[C@@H]32	-45*
CC(Sc1nc2sc3c(c2c(=O)n1-c1ccc(Cl)cc1)CCCC3)C(=O)Nc1ccccc1 (stereo not drawn)	75
Cc1cc([N+](=O)[O-])c(C)cc1C(=O)O	107
CCN(CC)CC[n+]1cc2cc(OC)c(OC)cc2c2ccc3cc4c(cc3c21)OCO4	-34*
CC1=CC(=O)C(/C(C)=N/NC(=O)c2ccccc2NC(=O)c2ccccc2)C(=O)O1 (stereo not drawn)	97
O=C1CC(=O)c2ccccc21	94&92
